# human PMI inhibition: inhibitors of human PMI, primary screen, biochemical, fluorescence intensity, coupled assay (AID 1209); purified PMI enzyme, coupled fluorescence intensity; higher % means a stronger effect; 0.42% of 190,000 active; one-dose inhibition, % at 20 µM; IC50 in µM for titrated hits;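 further: plate controls were DMSO vehicle for no effect and wells lacking substrate for full effect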
# PMI inhibition: MPI inhibition at elevated mannose 6-phosphate – biochemical, fluorescence intensity, high mannose 6-phosphate, primary screen (AID 1220); recombinant PMI enzyme, coupled fluorescence intensity; higher % means a stronger effect; one-dose inhibition, % at 20 µM; IC50 in µM for titrated hits; 0.66% of 190,000 active
# TNAP activation fold: stimulation of alkaline phosphatase TNAP activity – biochemical, luminescent, no phosphate acceptor, uHTS, primary screen (AID 1001); purified TNAP, luminescent activation assay, no phosphate acceptor; higher activation fold means a stronger effect; one-dose activation fold at 20 µM; EC50 in µM for titrated hits; 0.03% of 200,000 active; in the data active means activation fold from about 3, or a potency from the dose series; inactive means the rest, 99 in 100 with activation fold below about 1.6; further: many of its hits are not listed in these tables
# WT yeast gro inh: growth inhibition of WT yeast, mitochondrial fusion screen; mitochondrial fusion phenotypic screen, WT strain; inhibition, % at 10 µM; 2.1% of 190,000 active; AID 1362; in the data active means inhibition above about 58%; tested in S. cerevisiae
# LYP phosphatase: PTPN22 lymphoid phosphatase activity blockers – biochemical, fluorescence intensity, uHTS (AID 1779). recombinant LYP phosphatase, fluorescence intensity; higher % means a stronger effect. 0.054% of 290,000 active. inhibition, % at 11.5 µM; hits with a dose series show IC50 in µM;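 further: plate controls were vehicle with enzyme for no effect and no enzyme for full effect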
# Yfh1-off respiration: enhancers of respiration in Yfh1-depleted yeast, dose response, Friedreich's ataxia, plus single-dose screen (AID 1465); S. cerevisiae Yfh1-off respiration, WST-1 reduction, 72 h; higher fold induction means a stronger effect; fold induction at 50 µM, or EC50 in µM where a hit was titrated; 0.074% of 220,000 active;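 active means fold induction of absorbance versus untreated yeast above a set limit, then at least 30% activation at any dose in follow-up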;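 further: activators that raise dye reduction in frataxin-depleted yeast; strong numbers were not always called active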
# XIAP displacement: XIAP antagonists, biochemical, IAP family, fluorescence polarization (AID 1018); XIAP BIR domain, fluorescence polarization peptide displacement; higher % means a stronger effect; one-dose displacement, % at 20 µM; IC50 in µM for titrated hits; 0.007% of 200,000 active; in the data active means displacement above about 50%; further: a part of the inactive calls stands beside numbers as strong as those of hits
# M1AAP inhibition: malaria alanyl aminopeptidase activity blockers – biochemical, fluorogenic H-Leu-NHMec substrate, 1536-well (AID 1445). recombinant M1AAP, H-Leu-NHMec fluorogenic kinetic assay; higher % means a stronger effect. one-dose inhibition, % at 30 µM; IC50 in µM for titrated hits. 0.42% of 220,000 active;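 active means primary inhibition above the hit cutoff, then over 50% inhibition at one or more dose response concentrations, cut at about 23% in these data, passing the limit was not always enough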;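 further: plate controls were DMSO full reaction for no effect and no enzyme background for full effect; strong numbers were not always called active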
# P. falciparum M17LAP: P. falciparum M17LAP inhibitors, primary screen, biochemical, fluorogenic H-Leu-NHMec substrate, 1536-well (AID 1619); recombinant M17LAP, H-Leu-NHMec fluorogenic kinetic assay; higher % means a stronger effect; inhibition, % at 30 µM; hits with a dose series show IC50 in µM; 0.38% of 220,000 active;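 active means compound inhibiting the enzyme by more than half at any dose during confirmatory dose-response retesting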;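 further: plate controls were full reaction with DMSO carrier for no effect and no enzyme background for full effect; strong numbers were not always called active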
# WT yeast gro inh mutant strain: further read-out of WT yeast gro inh, marked with its call; inhibition, %; mitochondrial fusion phenotypic screen, mutant strain inhibition
# * hit, by the source's call; i = inactive; x = not tested or not shown. Unless noted, no stated cut-off is given here; in the data, active means inhibition above about 50%; inactive means the rest.
SMILES,human PMI inhibition,PMI inhibition,TNAP activation fold,WT yeast gro inh,WT yeast gro inh mutant strain,LYP phosphatase,Yfh1-off respiration,XIAP displacement,M1AAP inhibition,P. falciparum M17LAP
CCCn1c(SCC(=O)c2cc(OC)ccc2OC)nnc1-c1ccco1,-7.4%,-6.2%,1.1,-13.8,9.3,0.7%,i,-0.9%,-1.2%,15.7%
COC(=O)c1c(NS(=O)(=O)c2ccc3ccccc3c2)sc2c1CCCC2,17.4%,13.1%,1,36.7,11.5,2.4%,i,-5.5%,-8.7%,6.5%
O=c1cc(-c2ccccc2)c2ccccc2[nH]1,9.9%,10.0%,1,44.2,20.4,-1.4%,i,-8.3%,11.6%,9.5%
COc1ccc(C(c2c(O)nc[nH]c2=O)c2c(O)nc[nH]c2=O)cc1,x,x,x,x,x,-7.3%,i,x,0.4%,-1.5%
N#CC1=C(N)Oc2c(ccc3ccccc23)C1c1ccsc1 (stereo not given),17.0%,53.2%*,1,51.7,37.9,1.8%,x,-4.2%,6.7%,-3.0%
COC(=O)c1cn(C)c2ccc(S(=O)(=O)N3CCCCC3)cc2c1=O,6.5%,3.8%,1.1,-16.6,-11.6,-5.2%,i,-3.4%,5.1%,8.0%
CN(C)/C=C(\C#N)C(=O)Nc1ccccc1,-8.2%,-5.9%,1.1,1.7,9.9,-2.9%,i,-0.9%,6.0%,0.8%
CCCOC(=O)C(C)n1cnc2sc(C)c(C)c2c1=O (stereo not given),0.9%,-3.6%,1.1,-18.5,6.5,-6.2%,x,-4.7%,-1.7%,-15.9%
O=C(NC12CC3CC(CC(C3)C1)C2)N1CCC(O)CC1,15.9%,10.5%,1.1,8.2,-3.6,1.1%,i,-2.3%,-1.1%,-2.3%
Cc1cccc(Nc2c(F)c(F)c(F)c(F)c2C(=O)O)c1,-27.4%,-25.2%,1.1,-4.0,-8.5,-7.3%,i,-3.6%,-2.0%,-3.9%
COc1cc(O)c(C(CC(=O)N2CCN(c3ccccc3)CC2)c2ccc(N(C)C)cc2)c(OC)c1 (stereo not given),x,x,x,x,x,-3.2%,i,x,0.7%,-2.6%
C=CCC(C(=O)OC)(C(=O)OC)c1ccc([N+](=O)[O-])cc1[N+](=O)[O-],-4.0%,1.0%,1.1,6.8,11.3,-3.6%,i,-3.1%,1.0%,0.4%
Cc1cccc(NC(=O)c2cc(=O)n(Cc3ccccc3)c(=O)[nH]2)c1,-9.6%,-0.1%,1.2,4.8,-14.5,-9.0%,i,-12.9%,3.0%,-2.4%
CCOC(=O)C1=C(C)NC(=O)NC1c1ccccc1 (stereo not given),-1.8%,-3.4%,1.1,-2.7,-22.1,-4.0%,i,-5.6%,0.8%,-10.7%
COc1ccc(C(=O)NC(=S)Nc2cccc3nc(C)ccc23)cc1OC,x,x,x,x,x,-0.3%,i,x,5.3%,4.2%
Cc1cc(C)nc(SCCS(=O)(=O)Cc2ccc(Cl)cc2)n1,4.7%,4.2%,1.1,-5.0,5.7,-3.7%,i,-6.0%,2.4%,-3.3%
COC(=O)c1ccc(CNC(=O)CN(CCC(C)C)S(=O)(=O)c2ccc3c(c2)OCCO3)cc1,19.3%,18.5%,1.2,-5.6,-10.4,0.2%,i,-6.0%,-0.9%,-6.6%
CCC(C)(C)n1nnnc1C(c1cccs1)N1CCN(Cc2ccccc2)CC1 (stereo not given),-5.6%,-1.6%,1.1,10.3,21.9,-1.5%,i,3.2%,3.2%,-1.0%
CCS(=O)(=O)n1nc(-c2ccc(Cl)cc2)nc1SCc1ccccc1,-0.1%,-27.3%,0.4,38.1,20.6,4.2%,i,-3.4%,1.6%,12.6%
O=C(C1=NN[C@@H]2C(=O)N(c3ccccc3C(F)(F)F)C(=O)[C@H]12)C(c1ccccc1)c1ccccc1,21.8%,26.8%,1.2,-5.1,4.0,6.3%,i,-11.9%,5.8%,8.5%
O=C(CCN1CCN(S(=O)(=O)c2ccc(Cl)cc2)CC1)Nc1ccccc1F,-3.4%,-1.9%,1,8.3,5.6,-6.5%,i,-4.6%,8.5%,-3.0%
COc1ccc(C)cc1S(=O)(=O)N1CCC(C(=O)NCCC2=CCCCC2)CC1,9.5%,5.7%,1,-9.6,4.5,-7.5%,i,-7.9%,2.1%,1.6%
O=C(CNCC1CCCO1)N1CCN(S(=O)(=O)c2ccc3ccccc3c2)CC1 (stereo not given),5.9%,-1.2%,1.1,-9.3,-0.8,-8.7%,i,-3.8%,-2.4%,12.3%
COc1ccc(OC)c(NC(=O)Cn2c(-c3ccc(Cl)cc3)noc2=O)c1,0.7%,-3.0%,1.1,-8.0,-28.9,-8.2%,i,-1.8%,10.9%,12.1%
Cc1nc2c([N+](=O)[O-])c(C)c(C)cc2[nH]1,2.5%,4.2%,1.1,-9.2,11.2,2.2%,i,-2.2%,10.9%,-0.7%
Cc1nnc(SCC(=O)N(Cc2ccccc2)C(C)C)n1-c1ccccc1,5.9%,4.4%,1.2,-33.6,-7.0,-2.6%,i,-1.6%,-1.9%,-7.4%
Cc1cc(=O)oc2cc(NC(=S)NCc3ccccn3)ccc12,1.7%,6.7%,1.1,1.9,-0.8,0.2%,i,-8.6%,13.3%,-32.9%
Cc1[nH]c2ccccc2c1C(c1ccncc1)N1CCN(c2ccc(F)cc2)CC1 (stereo not given),7.9%,8.9%,1,3.4,13.7,-4.3%,i,-3.5%,0.5%,3.1%
Cc1c(O)c(=O)c2ccccc2n1C,16.8%,-6.1%,0.9,7.8,-12.0,-29.9%,i,-3.9%,17.4%,i
Cc1cc(NC(=O)CSc2cn(CCNC(=O)c3ccc(F)cc3)c3ccccc23)no1,2.8%,4.1%,1,-24.1,-4.5,-0.2%,i,-5.4%,14.4%,4.9%

# Taken from above.
# C=CCC(C(=O)OC)(C(=O)OC)c1ccc([N+](=O)[O-])cc1[N+](=O)[O-] in M1AAP inhibition shows 1.0%
# Cc1nnc(SCC(=O)N(Cc2ccccc2)C(C)C)n1-c1ccccc1 in human PMI inhibition shows 5.9%
# CCOC(=O)C1=C(C)NC(=O)NC1c1ccccc1 (stereo not given) in PMI inhibition shows -3.4%
# Cc1cc(NC(=O)CSc2cn(CCNC(=O)c3ccc(F)cc3)c3ccccc23)no1 in WT yeast gro inh shows -24.1

# Remaining list, next part:
SMILES,human PMI inhibition,PMI inhibition,TNAP activation fold,WT yeast gro inh,WT yeast gro inh mutant strain,LYP phosphatase,Yfh1-off respiration,XIAP displacement,M1AAP inhibition,P. falciparum M17LAP
Cn1c(=O)oc2cc(S(=O)(=O)Nc3ccc4c(c3)OCCO4)ccc21,2.1%,3.1%,1.1,-2.9,-0.3,-6.0%,i,-4.0%,3.6%,-8.6%
CCN(CC)CCOC(=O)c1ccc(NC(=O)CNC(=O)c2ccccc2)cc1,-7.2%,-5.2%,1.1,19.4,15.8,-7.4%,i,-4.4%,11.3%,1.9%
CCOc1ccc(Cc2c(Cl)nc(SC)nc2OC)cc1,8.0%,7.3%,1.1,46.5,-24.4,-4.5%,i,-2.9%,-0.3%,-0.9%
COc1ccc(S(=O)(=O)N(C)c2ccc(C(=O)N3CCCC3)cc2)cc1,6.2%,9.3%,1.1,2.9,-8.5,-9.0%,i,-3.0%,7.9%,-2.4%
CN1CCC(NC(=O)Cc2c(F)cccc2Cl)CC1,-5.5%,0.4%,1.1,-7.7,-6.3,-6.0%,i,-4.6%,6.4%,6.8%
CCOC(=O)c1c(NC(=O)C2COc3ccccc3O2)sc2c1CC(C)(C)NC2(C)C (stereo not given),10.8%,7.3%,1,48.5,16.8,-5.4%,i,-9.4%,-4.8%,10.3%
CN1C2=CC=CC=CC2=[N+](C)C12C([N+](=O)[O-])=CC(=[N+]([O-])[O-])C=C2[N+](=O)[O-] (stereo not given),x,x,x,x,x,-1.1%,i,x,6.9%,13.8%
Nc1nnc(COc2ccccc2)s1,6.3%,8.7%,1.1,-3.3,4.0,-0.3%,i,2.0%,-3.2%,-2.0%
COC(=O)C1=C(C)NC(=O)NC1c1ccccc1 (stereo not given),-13.5%,-12.9%,1,-2.7,0.4,3.4%,i,-4.8%,-3.0%,-7.9%
COC(=O)C1=C(C)NC(=O)NC1c1ccc(OC(=O)c2ccco2)cc1 (stereo not given),2.2%,9.2%,1.1,-4.2,-3.7,-3.6%,i,-18.4%,2.5%,4.4%
Cc1ccc(C(=O)NCC(=O)OCC(=O)N2CCCc3ccccc32)cc1,-0.1%,-2.9%,1,6.2,1.6,-3.2%,i,-9.6%,-8.2%,8.9%
CCOc1ccc(NC(=O)c2ccc(NCC(=O)N3CCCCCC3)cc2)cc1,-55.7%,-42.8%,1.1,-11.9,9.9,-23.6%,i,-7.0%,3.9%,-2.7%
O=C(CCS(=O)(=O)Cc1ccc(Cl)cc1)NCCCN1CCOCC1,11.4%,4.1%,1.1,11.4,12.7,-10.1%,i,-2.1%,2.7%,0.8%
COCCN1C(=O)c2ccc(C(=O)O)cc2C1=O,13.1%,2.4%,1.1,-9.4,-8.1,-3.7%,i,-9.1%,-4.2%,3.8%
Cc1ccccc1NC(=O)c1cc2c(C)nc3ccccc3c2o1,-7.7%,-11.3%,1.1,13.7,9.4,-4.1%,i,2.4%,-4.5%,-1.4%
Cc1ccc(-c2nnn(CC(=O)N(c3ccccc3)C(C(=O)NCC3CCCO3)c3cccs3)n2)o1 (stereo not given),-2.9%,6.7%,1,-1.0,-14.2,-9.7%,i,-9.4%,1.5%,-18.9%
O=C(COC(=O)/C=C/c1ccc2c(c1)OCO2)Nc1ccccc1,2.0%,11.3%,1,-15.0,11.4,2.0%,i,-6.9%,11.7%,0.6%
Cc1ccc2c(N)c(C(=O)N(c3ccccc3)c3ccccc3)sc2n1,12.1%,10.9%,1,5.3,2.9,2.6%,i,-2.6%,2.9%,11.6%
COc1cccc(-n2cc(CN(C)Cc3nc(Cc4cccc(F)c4)no3)cn2)c1,18.9%,15.6%,1.1,33.6,23.0,-8.1%,i,-9.5%,x,x
Cn1c(=O)cc(OCC(=O)NCc2cccs2)c2ccccc21,-13.8%,-9.2%,1,1.0,0.0,0.3%,i,-2.2%,2.7%,17.7%
COc1ccccc1N1CCN(CC(=O)Nc2cccc(F)c2)CC1,-9.0%,-3.2%,1,-1.0,0.5,-1.6%,i,-2.2%,3.1%,-2.6%
Cc1ccc(NC(=S)NC(NC(=O)c2ccccc2)C(Cl)(Cl)Cl)c(C)c1 (stereo not given),25.5%,12.1%,1,30.5,8.3,5.3%,i,-6.8%,13.2%,-5.0%
Cc1ccc(NC(=O)Cn2c(C)cc(C)c(C#N)c2=O)c(Cl)c1,-3.2%,-0.7%,1.1,-23.4,6.2,2.5%,i,-4.5%,7.9%,-9.2%
O=C(CCn1c(=O)oc2ccccc21)Nc1nccs1,1.7%,-1.5%,1,2.6,14.1,3.9%,i,-0.1%,-1.2%,0.8%
COc1ccc(CNC(=O)CSc2cccc3cccnc23)cc1,x,x,x,x,x,-2.9%,i,x,4.0%,12.1%

# Single records, as listed above. Values in the order: human PMI inhibition | PMI inhibition | TNAP activation fold | WT yeast gro inh | WT yeast gro inh mutant strain | LYP phosphatase | Yfh1-off respiration | XIAP displacement | M1AAP inhibition | P. falciparum M17LAP
# `COc1ccc(S(=O)(=O)N(C)c2ccc(C(=O)N3CCCC3)cc2)cc1` reads 6.2% | 9.3% | 1.1 | 2.9 | -8.5 | -9.0% | i | -3.0% | 7.9% | -2.4%
# `CN1C2=CC=CC=CC2=[N+](C)C12C([N+](=O)[O-])=CC(=[N+]([O-])[O-])C=C2[N+](=O)[O-]` (stereo not given) reads x | x | x | x | x | -1.1% | i | x | 6.9% | 13.8%
